Screening results: PubChem BioAssay, several laboratories
14-3-3 Bad PPI = disrupts binding of bovine 14-3-3 zeta to phospho-Bad peptide; P63103; TR-FRET 14-3-3zeta/Dy647-pBad peptide displacement, 1 h; inhibition, % at 21.7 µM; 220,000 compounds, 0.71% hits;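 active = inhibition above about 70%, limit read from the data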;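 note: 0% = full 14-3-3 plus peptide FRET controls and 100% = background without 14-3-3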
Wee1 stabilizer = human Wee1 degradation inhibition, primary screen; HeLa Luc-Wee1K328M stability, luciferase luminescence; 100% = proteasome inhibitor MG132 effect; P30291; reporter increase, % at 5 µM; 220,000 compounds, 1.2% hits;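 active = activation above the mean of all tested compounds plus 3 SD, set per screening run, cut at about 8.8% in these data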;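 note: cells exposed to compound for 20 h before luminescence read; 0% = DMSO alone and 100% = MG132 at 30 µM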
FXIIa inh 1536 = factor XIIa (human) inhibition; P00748; purified FXIIa, Boc-QGR-AMC fluorogenic substrate, 2 h; inhibition, % at 5 µM; 220,000 compounds, 0.3% hits; in the data active = inhibition above about 40%;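 note: 0% = enzyme with no compound and 100% = blank without enzyme; many of its hits are not listed in these tables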
Target sequence (P00748 20-372 limits assumed): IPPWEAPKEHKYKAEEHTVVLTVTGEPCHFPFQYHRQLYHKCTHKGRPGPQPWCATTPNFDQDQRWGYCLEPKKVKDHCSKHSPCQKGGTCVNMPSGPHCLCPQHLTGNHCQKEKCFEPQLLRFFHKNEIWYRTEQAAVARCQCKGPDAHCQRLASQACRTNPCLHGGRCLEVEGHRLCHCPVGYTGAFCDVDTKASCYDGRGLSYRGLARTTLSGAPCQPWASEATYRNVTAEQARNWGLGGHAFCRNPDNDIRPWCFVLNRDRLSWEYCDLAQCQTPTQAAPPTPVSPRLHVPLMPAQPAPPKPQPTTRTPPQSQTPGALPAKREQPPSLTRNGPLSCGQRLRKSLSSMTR
Target sequence (P00748 373-615 limits assumed): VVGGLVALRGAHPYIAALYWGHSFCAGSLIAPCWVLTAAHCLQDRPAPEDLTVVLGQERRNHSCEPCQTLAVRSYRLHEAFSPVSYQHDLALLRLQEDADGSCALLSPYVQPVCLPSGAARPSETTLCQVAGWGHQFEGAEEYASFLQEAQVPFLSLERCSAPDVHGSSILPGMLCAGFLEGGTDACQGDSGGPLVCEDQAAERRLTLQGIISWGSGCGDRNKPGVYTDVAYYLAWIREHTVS
Hck-Nef inh = inhibitors of human Hck kinase activated by Nef. Recombinant Hck-YEEI plus Nef, Z-Lyte FRET kinase assay. AID 463187. inhibition, % at 20 µM. P08631. 220,000 compounds, 0.68% hits;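 active = Hck-Nef kinase inhibition above about 50%, limit read from the data; inactive = inhibition below that limit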;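 note: 0% = DMSO with Hck plus Nef and 100% = Hck alone without Nef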
thrombin 1536 = thrombin (human) inhibition | alpha-thrombin, Boc-VPR-AMC fluorogenic substrate cleavage | P00734 | inhibition, % at 5 µM | AID 1046 | 220,000 compounds, 0.26% hits;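 active = inhibition at or above 40%; inactive = inhibition below 40%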;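 note: 0% = enzyme with no compound and 100% = wells without enzyme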
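System – human alpha-thrombin protein · Reagent – Boc-VPR-AMC substrate, 15 µM final · Compound – 5 µM single dose in 0.2% DMSO · Schedule – reaction at room temperature · Technique – AMC fluorescence at 355 nm excitation and 460 nm emission · Read-out basis – % inhibition relative to enzyme controls and enzyme-free blanks · Control set – no-compound enzyme wells and no-enzyme blanks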
KLK5 inh = kallikrein 5 (human) inhibition; 210,000 compounds, 0.59% hits; recombinant hK5, fluorogenic AMC substrate cleavage; AID 873; inhibition, % at 5 µM; Q9Y337;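 active = inhibition of 40% or more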;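 note: 0% = enzyme controls without compound and 100% = no-enzyme blanks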
Target sequence (Q9Y337 67-293 limits assumed): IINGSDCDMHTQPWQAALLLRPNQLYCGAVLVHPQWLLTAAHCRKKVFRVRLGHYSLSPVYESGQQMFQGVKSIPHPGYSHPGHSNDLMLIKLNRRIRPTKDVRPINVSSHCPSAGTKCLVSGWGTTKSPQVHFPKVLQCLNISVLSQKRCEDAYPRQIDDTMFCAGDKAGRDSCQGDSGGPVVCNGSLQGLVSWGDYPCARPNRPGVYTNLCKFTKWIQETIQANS
FXIa inh 1536 = blocks human coagulation factor XIa protease activity; P03951; purified FXIa, Boc-Glu-Ala-Arg-AMC fluorogenic substrate; inhibition, % at 5 µM; 220,000 compounds, 0.14% hits; AID 798;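 active = inhibition of at least 40%; inactive = inhibition below 40%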;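 note: fluorescence of freed AMC excited at 355 nm; 0% = enzyme without compound and 100% = no enzyme blank; many of its hits are not listed in these tables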
Runt-SMMHC FRET = Runt domain-CBFb-SMMHC interaction inhibition; Q01196+Q13951; Cerulean-Runt/Venus-CBFb-SMMHC FRET ratio 530/480, 1 h; inhibition, % at 20 µM; 220,000 compounds, 0.74% hits;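 active = mean inhibition across duplicate retests at 20 µM reaching about 50%, limit read from the data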;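 note: 0% = DMSO wells and 100% = wells with excess untagged CBFb-SMMHC; inhibitors lower the FRET ratio by blocking Runt binding to CBFb-SMMHC; some results filed as inactive read as strong as hits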
Runt-CBFb FRET = inhibitors of human RUNX1 Runt domain binding to CBFb; Cerulean-Runt/Venus-CBFb FRET ratio 530/480, 1 h; inhibition, % at 20 µM; Q01196+Q13951; 220,000 compounds, 0.46% hits;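 active = inhibition over about 50% at 20 µM in the single-dose screen, limit read from the data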;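 note: 0% = DMSO wells and 100% = excess unlabeled CBFb competitor control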
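Assay system: Cerulean-Runt domain fusion protein, energy donor; Signal: fluorescence energy transfer, 422 nm excitation, 530/480 nm emission; Timing: 1 h compound exposure, room temperature; Control set: unlabeled CBFb; Medium: Tris buffer pH 7.5 with salts and BSA; Compound: single test concentration of 20 µM, 1% DMSO final; Probe or stimulus: Venus-CBFb 100 nM.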
An asterisk follows results filed as active; · = not tested or not shown; [ ] = another dose, or the depositor's remark.

SMILES	14-3-3 Bad PPI	Wee1 stabilizer	FXIIa inh 1536	Hck-Nef inh	thrombin 1536	KLK5 inh	FXIa inh 1536	Runt-SMMHC FRET	Runt-CBFb FRET
CCc1ccccc1NC(=O)NC1CC2CCC(C1)N2Cc1ccco1 (centres undefined)	-1	0	6	19	1	1	-3	3	0
Cc1ccc(S(=O)(=O)N2c3cc(C)ccc3OCC2C(C)(C)C)cc1 (centres undefined)	0	-2	-2	1	-6	-10	-9	-6	-1
Cc1cc2nccc(-c3ccncc3)n2n1	1	-1	0	-1	0	-5	-4	0	0
Cc1ccc(OCc2nnc(SCC(=O)NCc3ccccc3)n2C)cc1	4	-2	8	0	-1	12	5	6	-2
CN(Cc1ccc(O)cc1)C1CCCCC1	11	1	18	3	7	3	16	-1	-2
CC(=O)Nc1ccc(NC(=O)c2cccc(C(=O)OC(C)C)n2)cc1	-5	-1	12	1	-1	-15	2	4	-1
CCOC(=O)C1=C(C)N(C)C(=O)NC1c1c(C)nn(-c2ccccc2)c1C (centres undefined)	-14[fluorescence artefact?]	-1	-3	-22	-6	-5	-7	-1	0
CSc1nc(-c2ccccc2)cc(C(F)(F)F)c1C#N	-16	1	7	2	-1	-22	1	-3	0
COc1ccc(-c2nn(C)c(=O)c3ccccc23)cc1NS(C)(=O)=O	2	1	11	4	1	-25	-4	1	-1
Nc1nnc(SCCOc2cccc(Br)c2)s1	0	0	18	2	-1	4	-34	0	·
CCOC(=O)c1c(-c2ccccc2)oc2ccc(OC(C)=O)cc12	13	13*	-16	1	-13	-2	-6	-1	52*
Cc1oc(CSCC2CCCO2)cc1C(=O)O (centres undefined)	1	-1	-1	6	-1	-16	-9	-2	-5
O=C(COC(=O)c1ccccc1O)Nc1cccnc1Cl	-10	0	-1	3	-8	-21	-6	0	-1
Cc1cccc(N2Cc3ccccc3C2=NC(=O)c2ccc(Cl)nc2)c1	-14[fluorescence artefact?]	3	7	-3	-1	-10	11	-3	-3
CCC(C)(C)n1nnnc1C(c1ccncc1)N1CCC(C)CC1 (centres undefined)	0	6	3	-7	-5	-12	-1	0	0
COc1cc(OC)cc(C(=O)N2CCN=C2SCc2cccnc2)c1	-10	4	3	0	-3	1	5	-2	2
N/C(=N\c1nc2ccccc2o1)NC(=O)/C=C/c1ccccc1	-15	-2	4	18	-6	-2	-4	1	1
CCN(CC)CC(C)OC(=O)c1cc(OC)c(OC)c(OC)c1 (centres undefined)	9[fluorescence artefact?]	8	17	4	2	-10	4	4	0
CC(C)Oc1ccc2c(c1)OC(c1ccccc1)(C(F)(F)F)NC2=O (centres undefined)	-3	0	2	3	-2	-7	4	2	-4
COc1ccc(S(=O)(=O)n2nc(OC(=O)c3ccccc3)cc2N)cc1	12	-4	23	2	4	51*	35	-4	1

Reprinted from the part before: four compounds, then new ones.
SMILES	14-3-3 Bad PPI	Wee1 stabilizer	FXIIa inh 1536	Hck-Nef inh	thrombin 1536	KLK5 inh	FXIa inh 1536	Runt-SMMHC FRET	Runt-CBFb FRET
N/C(=N\c1nc2ccccc2o1)NC(=O)/C=C/c1ccccc1	-15	-2	4	18	-6	-2	-4	1	1
CCN(CC)CC(C)OC(=O)c1cc(OC)c(OC)c(OC)c1 (centres undefined)	9[fluorescence artefact?]	8	17	4	2	-10	4	4	0
CC(C)Oc1ccc2c(c1)OC(c1ccccc1)(C(F)(F)F)NC2=O (centres undefined)	-3	0	2	3	-2	-7	4	2	-4
COc1ccc(S(=O)(=O)n2nc(OC(=O)c3ccccc3)cc2N)cc1	12	-4	23	2	4	51*	35	-4	1
CN1CCC/C1=C/C=C1\SC(=S)NC1=O	-3	2	17	0	27	16	19	-278	-96
CCOC(=O)c1c(NC(=O)c2ccn(CC)n2)sc2c1CCCC2	-8	0	-12	1	-2	-27	-15	-5	-11
CN(C)CCNC(=O)C(=O)NCC1OCCN1S(=O)(=O)c1ccc([N+](=O)[O-])cc1 (centres undefined)	1	-1	3	1	-3	-7	4	-7	0
CN(CC(=O)Nc1cccc(S(=O)(=O)NC2=NCCCCC2)c1)Cc1ccc(C(C)(C)C)cc1	-3	-1	12	3	-2	3	11	0	-8
CCC(C)NC(=O)CN(c1ccc(Cl)c(Cl)c1)S(C)(=O)=O (centres undefined)	-12	-1	6	1	0	·	2	-1	-1
O=C(Nc1nc(-c2ccccc2)cs1)c1cccs1	4	0	2	0	-5	-9	-6	-5	-2
CSCCC1(C(=O)O)NC(c2ccccc2O)C2C(=O)N(C(C)C)C(=O)C21 (centres undefined)	1	-1	1	21	-7	-2	-9	-2	-1
CCCCCCc1cc2cc(C(=O)Nc3ccc(OC)cc3)c(=O)oc2cc1O	14	-1	13	28	5	0	7	102	65*
CCOC(=O)c1cc2nc(-c3ccco3)cc(C(F)(F)F)n2n1	-2	0	-1	12	-3	-14	-3	40	-1
COC(=O)C1CCN(C(=O)CSc2nc3ccc(OC)cc3[nH]2)CC1	5	-2	7	-6	-6	-3	-2	0	0
CC(NC(=O)C(CC(=O)OC(C)(C)C)NC(=O)OC(C)(C)C)C(N)=O (centres undefined)	2	-4	-4	0	-6	8	-2	1	0
CC1(C)CC(=O)C(C2=NC3(CCCCC3)Cc3ccccc32)=C(O)C1	3	1	6	13	-9	4	0	-1	-1
COc1ccc(C2C(C(=O)c3ccco3)=C(O)C(=O)N2CCOCCO)cc1OC (centres undefined)	48	0	2	2	4	4	1	-12	0
Cc1cc(NS(=O)(=O)c2ccc(NC(=O)c3oc4ccccc4c3C)cc2)no1	-16	3	12	-6	-4	-9	4	-1	-1
CCC(C)C(=O)NCCc1ccc(S(N)(=O)=O)cc1 (centres undefined)	-12[fluorescence artefact?]	0	12	4	0	-5	5	0	0
CS(=O)(=O)N(CC(=O)N1CCN(c2ccccc2)CC1)c1cccc(Br)c1	23	1	19	0	0	-4	-3	6	-4
Cc1c(NC(=O)C(C)OC(=O)/C=C/c2ccco2)c(=O)n(-c2ccccc2)n1C (centres undefined)	-2	-1	9	0	-1	1	-3	-3	1
CCOC(=O)c1ccc(NC(=O)C(=O)NCc2ccc(/C=C(/C#N)C(=O)NCCOC)o2)cc1	6	2	12	41	0	1	4	-6	-3
Cc1ccc(N2C(=O)C3C(C2=O)C2C=CC3C23CC3)c([N+](=O)[O-])c1 (centres undefined)	-4	0	5	10	-6	-9	-4	-4	1
COc1ccc(Cl)cc1NC(=O)CN1CCC(n2nnc3cc(F)ccc32)CC1	3	2	18	2	1	0	9	-1	4

Of the compounds above, these have two or more sulfur atoms:
SMILES	14-3-3 Bad PPI	Wee1 stabilizer	FXIIa inh 1536	Hck-Nef inh	thrombin 1536	KLK5 inh	FXIa inh 1536	Runt-SMMHC FRET	Runt-CBFb FRET
Nc1nnc(SCCOc2cccc(Br)c2)s1	0	0	18	2	-1	4	-34	0	·
CN1CCC/C1=C/C=C1\SC(=S)NC1=O	-3	2	17	0	27	16	19	-278	-96
O=C(Nc1nc(-c2ccccc2)cs1)c1cccs1	4	0	2	0	-5	-9	-6	-5	-2

Continuation.
SMILES	14-3-3 Bad PPI	Wee1 stabilizer	FXIIa inh 1536	Hck-Nef inh	thrombin 1536	KLK5 inh	FXIa inh 1536	Runt-SMMHC FRET	Runt-CBFb FRET
O=S(=O)(c1ccccc1Cl)N1CCCC(c2nc(-c3cccnc3)no2)C1 (centres undefined)	-3	0	17	7	8	-1	9	0	2
Fc1cccc(F)c1CN1CCN(c2ncccn2)CC1	18[fluorescence artefact?]	-1	3	0	-2	-4	4	-4	-1
COc1cccc(CN(CC2CCCO2)C(=O)c2cc3ccccc3oc2=O)c1 (centres undefined)	11	0	9	5	-8	0	-2	2	-2
O=C(O)c1ccccc1C(=O)N1N=C2/C(=C/c3cccc([N+](=O)[O-])c3)CCCC2C1c1cccc([N+](=O)[O-])c1 (centres undefined)	-5	-4	30	23	5	21	31	-2	-2
COc1cccc(C(=O)NN2CC(O)=C(c3nc4ccccc4s3)C2=N)c1	19	8	2	0	-5	-11	-2	2	-4
COc1ccc(C(=O)NC2CCN(C(=S)Nc3ccc(C)cc3)CC2)cc1	-3	1	7	8	-2	7	0	2	0
Cc1ccc(/C=C\c2nccc3c2[nH]c2ccccc23)cc1	3	2	5	59*	-15	-9	-12	28	10
CC(C)CN(C(=O)COC(=O)Cc1c[nH]c2ccccc12)C1CCS(=O)(=O)C1 (centres undefined)	-1	-3	10	0	-4	-5	-3	4	0
O=[N+]([O-])c1cc(S(=O)(=O)/N=C(/c2ccccc2)N2CCOCC2)ccc1Cl	-8	-2	4	23	7	1	-8	1	1
CCCNc1nc(Nc2ccc(C)cc2)nc(N2CCCC2)n1	-12	-1	-3	-22	-22	-3	2	-2	1
COc1cc(NC(=O)COC(=O)CSc2cc(C)ccc2C)c(C)cc1[N+](=O)[O-]	9	-1	6	0	5	14	7	-7	0
COC(=O)c1c(NC(=O)C2COc3ccccc3O2)sc2c1CCN(Cc1ccccc1)C2 (centres undefined)	-6	4	0	1	-9	-3	-5	50	29
O=C(CCCOc1ccc(Cl)cc1)NCC1CCCO1 (centres undefined)	9	-2	11	1	2	6	10	-8	-3
COc1ccc2c(c1)C(=O)N(c1ccc(C)cc1C)C(=O)C2	9[fluorescence artefact?]	1	19	0	0	5	11	-67	-7
CC1CC(C)CN(CCCOc2ccccc2[N+](=O)[O-])C1 (centres undefined)	32[fluorescence artefact?]	-3	2	-18	-5	-6	-5	1	0
CN(CCNC(=O)C1CCN(S(=O)(=O)N2CCOCC2)CC1)CCc1ccccc1	-6	0	15	0	2	-7	5	0	-1
C=Cn1c(C(=O)O)ccc1-c1ccc(CC)cc1	5	-4	7	5	1	2	2	-5	3

KLK5 inh: what is marked active above
SMILES	14-3-3 Bad PPI	Wee1 stabilizer	FXIIa inh 1536	Hck-Nef inh	thrombin 1536	KLK5 inh	FXIa inh 1536	Runt-SMMHC FRET	Runt-CBFb FRET
COc1ccc(S(=O)(=O)n2nc(OC(=O)c3ccccc3)cc2N)cc1	12	-4	23	2	4	51*	35	-4	1
